Compound activity deposited in PubChem by The Scripps Research Institute Molecular Screening Center.
PREPL inhibitor – PREPL enzyme inhibitors, primary screen, biochemical, fluorescence polarization | Prolyl endopeptidase-like (Homo sapiens), Q4J6C6 | recombinant PREPL, fluorescence polarization activity-based probe | inhibition, % at 5.96 µM | 320,000 compounds, 0.68% hits | AID 2751, 2010; in the data active = inhibition above about 43%;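 note: 0% = enzyme with DMSO and 100% = wells lacking enzyme; many of its hits are not listed in these tables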
Target sequence (Q4J6C6 whole entry, looked up): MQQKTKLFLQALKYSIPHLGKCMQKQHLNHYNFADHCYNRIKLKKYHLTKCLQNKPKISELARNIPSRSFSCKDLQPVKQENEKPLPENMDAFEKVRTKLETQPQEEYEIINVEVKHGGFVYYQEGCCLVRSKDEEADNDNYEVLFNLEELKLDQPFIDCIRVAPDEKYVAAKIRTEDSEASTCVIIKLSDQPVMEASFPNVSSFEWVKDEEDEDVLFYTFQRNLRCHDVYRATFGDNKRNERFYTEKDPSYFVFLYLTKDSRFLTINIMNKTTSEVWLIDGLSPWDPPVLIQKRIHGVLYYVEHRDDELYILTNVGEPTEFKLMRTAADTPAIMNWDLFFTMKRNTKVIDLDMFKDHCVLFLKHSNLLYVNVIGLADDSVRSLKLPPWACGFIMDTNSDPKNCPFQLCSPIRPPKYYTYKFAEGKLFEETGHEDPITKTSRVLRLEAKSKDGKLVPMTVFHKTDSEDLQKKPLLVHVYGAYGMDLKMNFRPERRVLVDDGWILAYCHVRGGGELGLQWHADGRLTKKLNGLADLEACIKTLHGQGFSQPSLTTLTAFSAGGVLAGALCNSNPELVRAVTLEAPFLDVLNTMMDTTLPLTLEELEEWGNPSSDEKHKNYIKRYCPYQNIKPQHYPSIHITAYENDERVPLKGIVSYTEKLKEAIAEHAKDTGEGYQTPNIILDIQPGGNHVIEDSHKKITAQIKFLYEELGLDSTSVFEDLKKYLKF
LYPLA2 inh – LYPLA2 inhibitors, primary screen, counter-screen for PME1 inhibitor project, biochemical, fluorescence polarization, FP-Rh probe ABPP. inhibition, % at 5.9 µM. 320,000 compounds, 0.38% hits. Acyl-protein thioesterase 2 (Homo sapiens), O95372. AID 2177, 2009. recombinant LYPLA2;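 active = inhibition above the screen-wide mean plus 3 SD, limit set per campaign, cut at about 26% in these data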;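 note: 0% = LYPLA2 with DMSO and 100% = wells lacking LYPLA2 enzyme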
PAFAH1B2 FP inh – PAFAH1B2 enzyme inhibitors, primary screen, biochemical, fluorescence polarization, human; recombinant PAFAH1B2, FP-rhodamine activity probe; inhibition, % at 3.39 µM; 340,000 compounds, 1.2% hits;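 active = inhibition above the mean of all tested compounds plus 3 SD, cut at about 24% in these data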;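 note: 0% = enzyme with DMSO and 100% = wells lacking PAFAH1B2; many of its hits are not listed in these tables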
Target sequence (P68402 whole entry, looked up): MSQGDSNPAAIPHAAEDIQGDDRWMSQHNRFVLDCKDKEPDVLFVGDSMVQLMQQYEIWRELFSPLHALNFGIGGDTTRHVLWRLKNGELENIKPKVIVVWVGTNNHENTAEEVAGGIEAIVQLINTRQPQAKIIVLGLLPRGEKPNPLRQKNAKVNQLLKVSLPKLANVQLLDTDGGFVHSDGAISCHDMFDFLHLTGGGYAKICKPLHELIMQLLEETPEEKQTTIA
GSTO1 inh – inhibitors of recombinant GSTO1, primary screen, counter-screen for RBBP9 inhibitor project, biochemical, fluorescence polarization | activity-based probe fluorescence polarization | 300,000 compounds, 1.1% hits | inhibition, % at 5.96 µM | Glutathione S-transferase omega-1 (Homo sapiens), P78417;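 active = inhibition above the campaign mean inhibition plus 3 SD, cut at about 35% in these data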;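 note: 0% = GSTO1-1 with DMSO and 100% = wells lacking GSTO1-1 enzyme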
PAFAH2 FP inh – PAFAH2 enzyme inhibitors, primary screen, biochemical, fluorescence polarization, human. Platelet-activating factor acetylhydrolase 2, cytoplasmic (Homo sapiens), Q99487. recombinant PAFAH2, FP-rhodamine activity probe. inhibition, % at 3.39 µM. 340,000 compounds, 0.99% hits;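 active = inhibition above the mean over all tested compounds plus 3 SD, cut at about 30% in these data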;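 note: inhibitors block probe labeling of enzyme so polarization drops; 0% = enzyme with DMSO and 100% = wells lacking PAFAH2 protein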
LYPLA1 inh – LYPLA1 inhibitors, primary screen, counter-screen for PME1 inhibitor project, biochemical, fluorescence polarization, FP-Rh probe ABPP. inhibition, % at 5.9 µM. AID 2174, 2009. 320,000 compounds, 0.16% hits. recombinant LYPLA1. Acyl-protein thioesterase 1 (Homo sapiens), O75608;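 active = inhibition above the mean of all tested compounds plus 3 SD, set per campaign, cut at about 14% in these data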;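 note: inhibitors block serine hydrolase probe labeling of LYPLA1 so polarization falls; 0% = enzyme with DMSO and 100% = wells lacking LYPLA1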
PAFAH1B3 inh – PAFAH1B3 enzyme inhibitors, primary screen, biochemical, fluorescence polarization, human | inhibition, % at 3.39 µM | AID 492972, 2010 | 340,000 compounds, 0.28% hits | recombinant PAFAH1B3, FP-rhodamine probe;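 active = inhibition above the screen-wide average of all tested compounds plus 3 SD, cut at about 25% in these data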;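 note: 0% = enzyme with DMSO only and 100% = wells lacking PAFAH1B3 protein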
PAD4 inh – human PAD4 inhibitors, primary screen, biochemical, fluorescence polarization, 1536-well format | inhibition, % at 6.36 µM | AID 485272, 2010 | 330,000 compounds, 0.41% hits | recombinant PAD4, RCA probe fluorescence polarization | Protein-arginine deiminase type-4 (Homo sapiens), Q9UM07;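 active = percent inhibition above a cutoff equal to the mean of all tested compounds plus 3 SD, cut at about 15% in these data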;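 note: 0% = PAD4 with RCA probe and DMSO and 100% = probe without PAD4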
pPAFAH inh – pPAFAH enzyme inhibitors, primary screen, biochemical, fluorescence polarization, human | Platelet-activating factor acetylhydrolase (Homo sapiens), Q13093 | recombinant pPAFAH, FP-rhodamine probe fluorescence polarization | inhibition, % at 3.39 µM | 330,000 compounds, 1.5% hits;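 active = inhibition above the mean inhibition across the screen plus 3 SD, cut at about 25% in these data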;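 note: inhibitors block binding of the rhodamine activity-based probe so polarization drops; 0% = enzyme with DMSO and 100% = wells lacking pPAFAH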
* hit, by the source's call; nt = not tested or not shown. An excerpt (hit frequency here may not be typical).

Letters: A = PREPL inhibitor; B = LYPLA2 inh; C = PAFAH1B2 FP inh; D = GSTO1 inh; E = PAFAH2 FP inh; F = LYPLA1 inh; G = PAFAH1B3 inh; H = PAD4 inh; I = pPAFAH inh
COc1ccccc1OC(=O)CN1C(=O)c2ccccc2C1=O
  A: -12; B: 8; C: 4; D: 3; E: -9; F: 2; G: 7; H: 6; I: 3
O=C(c1ccco1)N1CCN(C2CCCC2)CC1
  A: 8; B: 6; C: 5; D: 2; E: 2; F: 2; G: 3; H: -4; I: 0
O=C(Nc1ccc(Br)cc1)c1cccn1-c1ncc(C(F)(F)F)cc1Cl
  A: -9; B: -29; C: 3; D: -4; E: -8; F: -20; G: -6; H: -5; I: -14
CC(C)(C)NC(=O)c1ccc2c(c1)C1C3CCC(C3)C1C(c1ccccc1)N2 (centres undefined)
  A: 11; B: 0; C: 4; D: -4; E: 6; F: 0; G: 4; H: 3; I: 1
CC(C)(C)C(=O)Nc1ccc(C(=O)CN2C(=O)NC3(CCOc4ccccc43)C2=O)cc1 (centres undefined)
  A: -3; B: 3; C: 0; D: nt; E: 2; F: -5; G: 6; H: -10; I: 1
CCNc1nc(NC(C)C)nc(Oc2ccc(/C=N/O)cc2)n1
  A: 7; B: 2; C: -2; D: -3; E: -6; F: -1; G: 4; H: 2; I: 1
NCC(O)CN1CCN(Cc2ccccc2)CC1 (centres undefined)
  A: -11; B: -2; C: 5; D: -10; E: 3; F: -6; G: 4; H: -2; I: -2
Cc1ccc2cc(CN(Cc3ccc4c(c3)OCO4)Cc3nnnn3Cc3ccco3)c(=O)[nH]c2c1C
  A: -6; B: -6; C: -3; D: 2; E: -6; F: -2; G: -2; H: -5; I: -6
CC(CN1CCCCC1)NC(=O)c1cc(-c2ccccn2)nc2ccc(Cl)cc12 (centres undefined)
  A: -33; B: 0; C: 0; D: -7; E: -10; F: -4; G: 6; H: 2; I: -4
FC(F)Oc1ccc(NC(=S)NCc2ccccc2)cc1Cl
  A: 6; B: -17; C: 3; D: -8; E: -13; F: -14; G: 0; H: -5; I: 0
N#CC1CCCc2c1[nH]c1ccc([N+](=O)[O-])cc21 (centres undefined)
  A: -5; B: 0; C: nt; D: -2; E: nt; F: 3; G: nt; H: -3; I: 8
Cn1c(SCC(=O)NC2CCCCC2)nnc1-c1cccnc1
  A: 16; B: -4; C: -7; D: 5; E: 0; F: -2; G: 2; H: -1; I: 1
Cc1nccc2[nH]c(=O)c(C(=O)NC(C)CCc3ccccc3)cc12 (centres undefined)
  A: 2; B: 9; C: nt; D: -16; E: nt; F: 1; G: nt; H: 0; I: 5
CCc1nnc(NC(=O)CSc2ncc(-c3ccccc3)n2CC)s1
  A: -13; B: 5; C: -1; D: 6; E: 11; F: 1; G: -3; H: -4; I: 7
CCc1cc(C(=O)NNC(=S)NCc2ccccc2)cs1
  A: -1; B: 7; C: 4; D: 4; E: -6; F: 4; G: -4; H: -4; I: 1
CCCOc1ccc(C2C(C(=O)c3ccco3)=C(O)C(=O)N2CCN2CCOCC2)cc1OC (centres undefined)
  A: 0; B: -2; C: nt; D: -2; E: nt; F: 1; G: nt; H: -2; I: 1
Cc1ccc(NS(=O)(=O)c2ccc(OCC(=O)NCc3cccnc3)cc2)cc1
  A: 1; B: 10; C: 2; D: 14; E: -4; F: 5; G: 5; H: -2; I: 26*
COc1ccc(Br)cc1/C=C/C(=O)Nc1ccc(C)cc1
  A: -6; B: -46; C: -1; D: -4; E: -42; F: -19; G: -10; H: 2; I: -15
COc1ccc(Cl)cc1NC(=O)CSc1nc(N2CCCCC2)nc(N2CCCCC2)n1
  A: -6; B: 1; C: -1; D: -1; E: -4; F: 1; G: 8; H: 1; I: 0
C=CCn1c(Cc2cccs2)nnc1SCC(=O)c1ccc(F)cc1
  A: 13; B: -2; C: 5; D: 10; E: -2; F: 0; G: 8; H: 2; I: -1
CN(C)c1ccc(N/C=C/C(=O)C(C)(C)C)cc1
  A: 15; B: -5; C: 9; D: 83*; E: 3; F: -4; G: 9; H: 18*; I: 18
O=C(Nc1cc(Cl)ccc1N1CCCC1)C1=COCCO1
  A: 45*; B: 6; C: -3; D: nt; E: 1; F: -2; G: 8; H: 1; I: 3
CCOc1ccc(N2C(=O)C3C(c4ccccc4)=NN(c4ccccc4)C3C2=O)cc1 (centres undefined)
  A: 0; B: 1; C: 0; D: 2; E: 2; F: -2; G: 1; H: 1; I: 9
Cc1ccc(-n2nnc3c(=O)n(CC(N)=O)cnc32)cc1
  A: -3; B: -7; C: 4; D: -4; E: 1; F: -4; G: 1; H: 0; I: 2
OCC(Cc1ccccc1)Nc1c2ccccc2nc2ccccc12 (centres undefined)
  A: 10; B: -5; C: -2; D: 4; E: -7; F: -7; G: 3; H: -2; I: -7
O=S1(=O)N=C(c2ccccc2)C=C(c2ccccc2)N1
  A: nt; B: nt; C: 2; D: nt; E: 3; F: nt; G: 0; H: 0; I: 7
CCOc1ccc(C(=O)CCC(=O)NNC(=O)CCN2CCN(c3ccccc3)CC2)cc1
  A: 6; B: nt; C: 3; D: nt; E: 5; F: nt; G: 3; H: 1; I: 4
CSc1nc2ccccc2s1
  A: 3; B: 9; C: 1; D: -9; E: 4; F: 3; G: 5; H: -6; I: 0
c1ccc(N2CC[N+]3(CCCC3)CC2)nc1
  A: 9; B: 5; C: 1; D: -4; E: 1; F: -1; G: 2; H: 0; I: 1
CCCCN1/C(=C/c2cccc[n+]2C)Sc2cc(NC(C)=O)ccc21
  A: 3; B: -8; C: 11; D: 1; E: -10; F: -4; G: 10; H: -1; I: -1

Three entries out of the list above, sorted by the value under PREPL inhibitor, high to low.
molecule	PREPL inhibitor	PAFAH1B2 FP inh	PAFAH2 FP inh	PAFAH1B3 inh	PAD4 inh	pPAFAH inh
CCCOc1ccc(C2C(C(=O)c3ccco3)=C(O)C(=O)N2CCN2CCOCC2)cc1OC (centres undefined)	0	nt	nt	nt	-2	1
CCc1cc(C(=O)NNC(=S)NCc2ccccc2)cs1	-1	4	-6	-4	-4	1
COc1ccc(Cl)cc1NC(=O)CSc1nc(N2CCCCC2)nc(N2CCCCC2)n1	-6	-1	-4	8	1	0

Other results:
Letters: A = PREPL inhibitor; B = LYPLA2 inh; C = PAFAH1B2 FP inh; D = GSTO1 inh; E = PAFAH2 FP inh; F = LYPLA1 inh; G = PAFAH1B3 inh; H = PAD4 inh; I = pPAFAH inh
Cn1c(CC(=O)Nc2ccccc2F)nnc1SCC(=O)Nc1nccs1
  A: 4; B: 13; C: 3; D: 3; E: 4; F: 6; G: -5; H: -2; I: 3
CCOP(=O)(OCC)C(Nc1cc(Cl)cc(Cl)c1)c1cccc(O)c1 (centres undefined)
  A: 11; B: 0; C: 3; D: 6; E: -3; F: -3; G: 1; H: -1; I: 0
OCCNC(=S)Nc1ccc(Oc2ccccc2)cc1
  A: 0; B: -2; C: 4; D: 3; E: -6; F: -3; G: -4; H: -2; I: 1
O=C(Cc1c[nH]c2ccccc12)Nc1nnc(C2CC2)s1
  A: 7; B: -7; C: 7; D: -5; E: -10; F: -4; G: -11; H: -4; I: 3
O=C(c1ccc2c(c1)OCCO2)C1CCN(C(=O)Nc2ccccc2F)CC1
  A: 17; B: 2; C: 1; D: 5; E: 8; F: 0; G: 3; H: 1; I: -1
O=C(CSc1ccsc1[N+](=O)[O-])N1CCN(c2ccccc2)CC1
  A: 41; B: 5; C: 2; D: 18; E: 12; F: 2; G: -4; H: 1; I: 14
c1ccc2c(c1)Cc1cc3ccccc3nc1-2
  A: 1; B: -6; C: -1; D: -2; E: 9; F: -3; G: -4; H: 0; I: 4
O=C(Nc1ccc2c(c1)OCO2)C1CC(c2cccc(Br)c2)=NO1 (centres undefined)
  A: 2; B: -2; C: 0; D: 6; E: -1; F: -1; G: 4; H: -6; I: -4
O=C1Nc2ccccc2N(O)N1c1ccc(S(=O)(=O)N2CCCCCC2)cc1
  A: 0; B: 11; C: 5; D: 1; E: -1; F: 3; G: 5; H: -1; I: -3
Cc1ccc(C2N(c3ccccc3)C(=O)N3CCCN23)cc1 (centres undefined)
  A: -5; B: -5; C: 3; D: 2; E: 0; F: -3; G: -3; H: 0; I: -5
Cc1cccc(NC(=O)CSc2nccn2Cc2ccco2)c1
  A: -2; B: 1; C: 3; D: -6; E: 2; F: 0; G: 0; H: 0; I: -6
CCC(C)(C(=O)NC1CCCCC1)N(CC1CCCO1)C(=O)c1ccccn1 (centres undefined)
  A: 2; B: -2; C: 5; D: 3; E: 2; F: 0; G: 3; H: -3; I: 6
COc1ccc2cc(-c3ccsc3)ncc2c1
  A: -15; B: 5; C: 3; D: nt; E: 0; F: -3; G: 0; H: -2; I: 2
CCN1C(=O)c2cccc3c(NC(=O)C(C)(C)C)ccc1c23
  A: 2; B: -10; C: 1; D: 6; E: 6; F: -4; G: 5; H: -1; I: -6
COCCCn1[nH]c2c3c(ccc2c1=O)C(=O)c1ccccc1C3=O
  A: -10; B: 0; C: 4; D: 10; E: 6; F: -1; G: 8; H: -3; I: 7
C=CCN1C(=O)/C(=C/c2ccc(OCC(=O)O)cc2)S/C1=N/c1nccs1
  A: -2; B: 4; C: 2; D: -8; E: -2; F: 0; G: 10; H: -2; I: 0
CC(C)(C)OC(=O)N1CCCC(C(=O)Nc2ccc(C(=O)N3CCCC3)cc2)C1 (centres undefined)
  A: 8; B: nt; C: 7; D: nt; E: 2; F: nt; G: 5; H: -3; I: 1
O=C(OCC(=O)N1CCCC1=O)c1cccc([N+](=O)[O-])c1
  A: 16; B: 7; C: 2; D: 1; E: 8; F: -1; G: 7; H: -3; I: 3
COc1ccc(NC(=O)CCOc2ccccc2)cc1
  A: 0; B: -4; C: -3; D: 10; E: -8; F: 0; G: 3; H: 6; I: 2
O=C(O)CCCCCCCCCCCc1ccccc1
  A: 5; B: 26; C: 55*; D: 6; E: 16; F: 18*; G: 10; H: 0; I: 25*
c1ccc(N2CCN(Cc3nnnn3C3CCCCC3)CC2)cc1
  A: -8; B: -1; C: 2; D: 9; E: -1; F: -5; G: 1; H: 0; I: -1
CCOc1ccc(NC(=O)CN(C)S(=O)(=O)c2cccc3cccnc23)cc1
  A: 4; B: 6; C: 0; D: -6; E: -5; F: -2; G: 0; H: -1; I: 3
O=C(Nn1c(SCc2ccccc2F)nc2ccsc2c1=O)c1ccccc1
  A: -5; B: 4; C: 2; D: -6; E: -3; F: -4; G: 1; H: 0; I: -1
OCC[C@H]1C[C@H](O)[C@@H](O)[C@@]2(CCc3ccccc3O2)O1
  A: 18; B: 10; C: 4; D: 1; E: -9; F: 3; G: 5; H: 1; I: 2
O=C(NC1CCCC1)c1n[nH]c2ccccc12
  A: -5; B: -2; C: 12; D: 3; E: 9; F: 1; G: 0; H: 0; I: 24
COc1ccc(/C(C)=N/NC(=O)c2nnn(-c3nonc3N)c2CN(C)c2ccccc2)cc1
  A: -4; B: 0; C: 1; D: 0; E: 1; F: -1; G: -3; H: -2; I: 3
